Screening data as filed in PubChem BioAssay.
STK33 inh – inhibitors of purified STK33 kinase, primary screen, biochemical, ADP-Glo luminescence, homogeneous, cell-free | Serine/threonine-protein kinase 33 (Homo sapiens), Q9BYT3 | MBP phosphorylation | inhibition, % at 10 µM | actives 0.073% (n = 320,000);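 active = inhibition at or above 25%, using the most active replicate where run in duplicate; inactive = inhibition below 25%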
KCNQ2 block – KCNQ2 potassium channel inhibitors, primary screen, cell-based, CHO-K1, FluxOR thallium flux, B-score (AID 2156). 20 min; hits give low values. B-score at 10 µM. actives 1.1% (n = 310,000);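 active = fluorescence ratio B-score at most minus 3 library SDs, with starting brightness B-score within 2 library SDs, cut at about -5.5 in these data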
Target sequence (O88943 whole entry, looked up): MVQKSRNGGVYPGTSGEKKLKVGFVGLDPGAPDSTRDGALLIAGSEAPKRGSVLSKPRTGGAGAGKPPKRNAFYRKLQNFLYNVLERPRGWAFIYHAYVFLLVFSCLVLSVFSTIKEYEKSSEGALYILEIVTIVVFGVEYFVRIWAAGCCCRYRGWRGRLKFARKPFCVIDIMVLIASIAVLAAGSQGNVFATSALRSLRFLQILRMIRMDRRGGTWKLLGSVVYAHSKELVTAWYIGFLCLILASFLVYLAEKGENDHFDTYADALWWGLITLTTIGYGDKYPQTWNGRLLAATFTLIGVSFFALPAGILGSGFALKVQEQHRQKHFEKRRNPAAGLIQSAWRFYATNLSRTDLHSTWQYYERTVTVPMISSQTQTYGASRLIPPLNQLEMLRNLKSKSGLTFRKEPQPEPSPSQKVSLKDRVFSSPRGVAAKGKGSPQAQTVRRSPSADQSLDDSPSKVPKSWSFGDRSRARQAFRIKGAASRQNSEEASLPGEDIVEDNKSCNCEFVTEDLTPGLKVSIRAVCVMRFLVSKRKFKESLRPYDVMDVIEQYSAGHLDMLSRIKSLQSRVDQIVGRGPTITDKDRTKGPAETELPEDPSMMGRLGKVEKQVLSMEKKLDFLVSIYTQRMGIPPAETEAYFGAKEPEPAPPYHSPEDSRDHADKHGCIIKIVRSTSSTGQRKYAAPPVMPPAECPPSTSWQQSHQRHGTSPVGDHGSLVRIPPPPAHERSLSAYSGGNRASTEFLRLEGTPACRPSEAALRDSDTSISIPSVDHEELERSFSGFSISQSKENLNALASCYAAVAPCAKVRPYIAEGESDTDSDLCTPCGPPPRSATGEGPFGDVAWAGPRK
OX1R antag – antagonists of human orexin 1 receptor (OX1R). inhibition, % at 6.6 µM. OX1R-expressing cells, FRET antagonist read-out. actives 1.8% (n = 330,000). AID 485270, 2010. Orexin/Hypocretin receptor type 1 (Homo sapiens), O43613; in the data active = inhibition mostly above about 38%, no sharp cut-off; inactive = mostly below about 40%;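 also: 0% = agonist challenge alone and 100% = reference antagonist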
* marks the source's active call; other numbers are inactive results; i = inactive; . = no result given. No enrichment for hits; overall some 2.7% were active at least once.

SMILES	STK33 inh	KCNQ2 block	OX1R antag
CCOC(=O)C1=C(C)NC(SCc2cc(=O)[nH][nH]2)=C(C#N)C1c1cccs1 (stereo not given)	-1.7	i	17.1
CC12CCC(C(=O)NCc3ccc4c(c3)OCO4)(CC1=O)C2(C)C (stereo not given)	-1.2	i	18.2
OCCOCCNc1ncnc2c1cnn2-c1ccc(Cl)cc1	-1.1	i	22.5
Cc1[nH]c2ccccc2c1C(=O)CSC(=S)N(C)C1CCCCC1	-0.4	i	49.6
C/C(=N\NC(=O)COc1ccc(C)cc1C(C)C)c1cc2ccccc2o1	-0.6	i	12.0
Cc1cccc(C2c3[nH]c4ccccc4c3CCN2C(=O)c2cc3c([nH]c2=O)CCCC3)n1 (stereo not given)	.	i	15.5
COc1ccc(CN(C)C(=O)Cn2cnc3c(OCc4ccccc4)ncnc32)cc1OC	-0.4	.	9.2
COc1ccc(Cc2nnc(NC(=O)c3cccc(C)c3)s2)cc1	-0.1	i	9.5
O=C(CCS(=O)(=O)c1ccc(Br)cc1)N1CCN(c2ccccc2F)CC1	-2.3	.	33.4
CC(=O)Nc1ccc(S(=O)(=O)N2CCN(c3ccc([N+](=O)[O-])c(NCCN4CCOCC4)c3)CC2)cc1	-0.1	i	24.8
Cc1ccc(NS(=O)(=O)c2ccc(Cl)c(NC(=S)NC(=O)C3CCCCC3)c2)cc1Cl	-0.7	i	-1.9
CCOC(=O)[C@H]1[C@H]2COc3ccc(C)cc3[C@@H]2N2C(=O)CN(Cc3ccc(C)cc3)C(=O)[C@@]12C	-1.0	.	6.7
Cc1cc(NC(=O)C2CC=CCC2C(=O)O)no1 (stereo not given)	0.7	i	-4.5
COc1ccccc1OCC(=O)NNC(=O)c1cccs1	-1.2	i	-1.3
Cc1ccc(CN(C)C(=O)c2cccc(S(=O)(=O)N3CCCC3)c2)o1	0.7	.	12.9
Cc1ccc(COC(=O)CN2C(=O)NC3(CCCC3)C2=O)cc1	-3.7	.	5.2
COc1ccc(-c2nc(C)sc2CC(=O)O)cc1	-0.8	i	21.9
CCOc1ccccc1NC(=O)C1CCCN1C(=O)OCc1ccccc1 (stereo not given)	0.1	i	37.8
O=C(NC(=S)Nc1ccc(-c2ccc(CO)o2)cc1)c1cccs1	2.2	i	22.2
CN(CC(=O)Nc1c(Cl)cccc1Cl)C(=O)c1n[nH]c2ccccc12	.	i	20.8
Cn1cccc1CNC(=O)Nc1ccccc1	0.0	i	9.2
O=C(c1cc(COc2c(F)cccc2F)on1)N1CCN(C2CCCCC2)CC1	.	i	9.2
CCN(CC(=O)Nc1ccccc1OC)C(=O)C1CCC1	-0.2	i	15.7
Cn1c(-n2c(CCCN3C(=O)c4ccccc4C3=O)nc3ccccc3c2=O)nc2ccccc21	2.8	i	29.2
COc1ccc(C(=O)c2c3ccc(C(F)(F)F)cc3[n+]([O-])n2CCCN)cc1	0.3	i	14.5
CC(=O)NC1(c2cccc(F)c2)CCN(CC(=O)NC2CCCCC2)CC1	-0.4	i	13.2
COC(=O)CC1(c2ccccc2)C(=O)c2ccccc2C1=O	-1.5	i	8.2
COc1cccc(C(=O)NC2CCCc3ccccc32)c1OC (stereo not given)	-1.6	i	4.5
O=C(O)c1ccc(Br)cn1	-1.8	i	18.7
COc1ccccc1N1C(=O)C2CC(C)=C(C)CC2C1=O (stereo not given)	6.7	i	4.6
O=C(COC(=O)Cc1ccc(S(=O)(=O)N2CCOCC2)s1)Nc1ccccc1	-0.3	.	8.1
COc1cc(C)c(C(C)C)cc1S(=O)(=O)N1CCOCC1	-0.2	i	15.0
COCCCNC(=O)CCCn1c(=O)c2ccccc2n(CC(=O)Nc2c(C)cccc2C)c1=O	-1.9	i	21.2
CC(C)NC(=O)COC(=O)CNC(=O)c1cc(Cl)cc([N+](=O)[O-])c1	-1.5	i	39.4
COc1ccc(S(=O)(=O)Cc2ccc(C(=O)N3CCOCC3)o2)cc1	-1.5	i	2.8
COc1ccc(CN2CCCCCC2)cc1OC	-1.1	i	8.0
C=CCn1c(=O)/c(=C2/Sc3ccccc3N2CC)s/c1=C1/C(=O)NN=C1C	2.0	i	18.9
CCOC(=O)C(Cc1ccc(O)cc1)NC(=O)CNC(=O)C1CCCN1C(=O)OC(C)(C)C (stereo not given)	0.8	i	14.0
Cc1sc2nc(CN3CCCC3)nc(Cl)c2c1C	-0.1	i	30.9
O=C(Oc1cccnc1)c1ccc([N+](=O)[O-])cc1Cl	-0.5	i	18.4
COc1cc(/C=C2\SC(=O)NC2=O)ccc1Oc1ccc([N+](=O)[O-])cn1	3.9	i	52.7*
Cc1nc(N2CCN(Cc3ccc4c(c3)OCO4)CC2)nc2c1C(=O)CC(c1ccco1)C2 (stereo not given)	-0.1	i	15.5
CC(C)Sc1nc2c(c(=O)n1C)SC(C)C2 (stereo not given)	0.5	i	-6.4
CCN1C(=O)c2ccccc2S(=O)c2ccc(C(=O)N3CCCC3)cc21 (stereo not given)	-0.3	i	6.5
Cc1ccc(C(=O)N2CCN(S(=O)(=O)c3ccc(C(C)C)cc3)CC2)s1	-1.3	i	3.7
CCOc1ccc(S(=O)(=O)N(C)C)cc1-c1nc2c(C(C)(C)C)nn(C)c2c(=O)[nH]1	0.1	i	9.1
CCOn1c(=O)c(-c2cc3ccccc3o2)[n+]([O-])c2ccccc21	-1.6	i	14.7
CCOC(=O)C[C@H]1c2cc(F)ccc2S(=O)(=O)N1C(C)C	-6.3	i	17.0
CC1CCN(C(=S)NCCc2ccccc2)CC1	-1.4	i	7.0
c1ccc(CN2CCN(c3nc(N4CCOCC4)c4ccccc4n3)CC2)cc1	0.4	i	4.9

The list continues:
SMILES	STK33 inh	KCNQ2 block	OX1R antag
Cc1ccc2cc(CN(CCc3ccccc3)C(=S)NCCCN(C)C)c(=O)[nH]c2c1	-1.5	i	.
Cc1ccsc1/C=N/NC(=O)Cn1nc(C)c([N+](=O)[O-])c1C	-1.1	i	5.5
CC(=O)c1cccc(OC(=O)c2cc(S(=O)(=O)N3CCOCC3)ccc2N2CCCC2)c1	-0.8	.	9.9
O=C(/C=C/Nc1ccccc1OC(F)(F)F)C(F)(F)F	0.3	i	6.6
CCOc1ccc(-c2cc(C(=O)NCCCn3ccnc3)c3cc(Br)ccc3n2)cc1	1.3	i	18.2
O=C(NCCCNC(=O)c1ccc(F)cc1)c1ccc(F)cc1	-1.1	i	4.9
COc1ccc([C@@H]2[C@@H]3C(=O)N(C(C)(C)C)C(=O)[C@@H]3[C@]3(CC(C)C)C(=O)N(c4ccc(C(F)(F)F)cc4)C(=O)N23)cc1	-3.2	i	8.7
CCOC(=O)Nc1ccc(N2CCOCC2)c(S(=O)(=O)Nc2ccc(Cl)cc2)c1	-1.4	.	3.6
COc1cc2c(cc1OC)CN(CC(=O)Nc1ccc(Cl)c(S(=O)(=O)N(C)C)c1)CC2	0.1	i	-10.0
COc1ccc(C(=O)N2CCCC(CNC(=O)c3ccccc3Cl)C2)o1 (stereo not given)	0.6	i	11.1
CC[C@@]12C(=O)N(c3cccc(F)c3)C(=O)N1[C@H](c1ccc(F)cc1)[C@@H]1C(=O)N(C3CCCCC3)C(=O)[C@@H]12	0.2	i	15.0
COc1ccc(Cl)cc1NC(=O)c1cnc2sccn2c1=O	1.3	i	9.4
Cc1ccc(-c2nnn(CC(=O)NCCC3=CCCCC3)n2)cc1	0.7	i	8.2
O=C(Nc1c2c(nc3c1CCC3)CCCC2)c1ccccn1	-2.7	i	20.0
CCCCN(C(=O)c1cccc(S(=O)(=O)N2CC(C)OC(C)C2)c1)c1c(N)n(CCCC)c(=O)[nH]c1=O (stereo not given)	-1.1	i	0.6
CC1(C)Cc2c(c(N3CCCC3)[nH]c(=S)c2C#N)CO1	-1.2	i	13.2
C=CCNC(=O)NC(=O)c1csc([N+](=O)[O-])c1	-0.5	i	46.3*
CNC(=O)CSc1nnc(-c2ccc3c(c2)OCO3)n1C	-2.0	i	20.4
O=C(c1cccc(Cl)c1)N1CCn2c1nc1ccccc12	0.1	i	5.6
CCCn1c(N)c(N(CCOC)C(=O)c2cc3c(s2)CCCCC3)c(=O)[nH]c1=O	-0.7	i	5.2
C=CCNC(=S)N(CC)c1cccc2ccccc12	10.5	i	22.8
Clc1cc(Cl)cc(CN2CCSCC2)c1	-0.1	i	7.0
O=C(CNC(=O)c1ccccc1Cl)N/N=C/c1ccc2c(c1)OCO2	0.1	i	21.8
COc1ccc(NC(=O)C2CC(c3c(F)cccc3Cl)=NO2)cc1 (stereo not given)	-0.1	i	7.3
COc1ccc(C(C(=O)NC(C)(C)C)N(Cc2cccnc2)C(=O)CCC(=O)Nc2cc(C)on2)cc1 (stereo not given)	1.1	i	7.8
CCOc1ccccc1NC(=O)CCCN1C(=S)NC(C)(C)CC1C (stereo not given)	-0.5	i	15.8
C=C(C)c1cccc(C(C)(C)NC(=O)Nc2ccc(C(C)=O)cc2)c1	1.1	i	6.5
Cc1ccc(O)c(C(=O)c2cnn(C(=O)COc3ccc(Cl)cc3)c2)c1	-0.4	i	-0.8
OCCC1CN(Cc2cccc(-c3ccco3)c2)CCN1Cc1ccsc1 (stereo not given)	0.1	i	6.6
CCOc1ccc2[nH]c3c(NCCCOC)ncnc3c2c1	2.0	i	.
CCCC(C(=O)NC1CCCC1)N(CCN(CC)CC)C(=O)c1snc(C(N)=O)c1N (stereo not given)	0.8	i	11.8
COc1ccccc1NS(=O)(=O)c1cc(NC(=O)/C=C/c2cccs2)ccc1N1CCOCC1	-0.3	i	25.6
CC(C)c1ccc(NC(=O)c2snc3ccc(Cl)cc23)cc1	-1.6	i	19.9
CC1CCc2c(sc(NC(=O)C3c4ccccc4Oc4ccccc43)c2C(N)=O)C1 (stereo not given)	0.3	i	15.2
O=C(c1ccc(NC(=S)NCc2ccco2)cc1)N1CCOCC1	-0.5	i	16.3
Cc1ccc(S(=O)(=O)Nc2cccc(C(=O)NCCCn3ccnc3)c2)cc1F	-0.6	i	12.2
CCc1nn(CC(=O)NCCC(C)C)c(=O)c2cc3c(OC)cccc3n12	-0.4	i	-1.9
O=C(CC(C(=O)O)c1ccccc1)c1cccs1 (stereo not given)	0.1	i	6.5
CCOC(=O)c1ccc(Nc2cc(C)nc3ncnn23)cc1	0.0	i	4.0
Cc1ccc(C(=O)Nc2ccc3c(c2)OCO3)cc1S(=O)(=O)N1CCOCC1	-2.5	i	12.8
CCOC(=O)C(=O)Nc1ccccc1C#N	-0.8	i	2.8
CC(=O)Nc1ccc(NS(=O)(=O)C(F)(F)F)cc1	-0.3	i	9.4
COc1ccc(CNC(=O)c2cc3c(s2)CS(=O)C3)cc1 (stereo not given)	1.1	i	3.4
COc1cc2c(cc1OC)C(c1ccc(-c3ccccc3Cl)o1)=NCC2	2.3	-8.35*	26.1
COc1ccc(C2CC2/C(C)=N/OC(=O)c2cccs2)cc1 (stereo not given)	0.0	i	23.5
CCn1c(SCC(=O)N=Nc2c(O)[nH]c3ccccc23)nc2ccccc21	-1.8	i	33.3
O=C(NCCc1ccccn1)C1CCN(S(=O)(=O)c2ccc(Cl)cc2)CC1	3.1	i	8.2
CC(=O)Nc1ccc(NC(=S)Nc2ccc(F)cc2)cc1	-2.3	i	2.9
COC(=O)c1cc(CSc2nc3ccccc3[nH]2)oc1C	-0.9	i	56.3
COc1cc(/C=C2\SC(=O)NC2=O)ccc1OCc1ccc(Cl)nc1	-0.4	i	23.1

(listing goes on)
SMILES	STK33 inh	KCNQ2 block	OX1R antag
CCn1c(CCc2ccccc2)n[nH]c1=S	-0.7	i	23.3
Cc1ccc(S(=O)(=O)N(C)CC(=O)OCc2nnc(-c3ccccc3)o2)cc1	-0.9	i	-2.9
Cc1ccccc1NS(=O)(=O)c1cc(C(=O)Nc2cccnc2)ccc1C	-0.2	i	12.2
O=C(Nc1cccnc1)/C(N=Nc1cccnc1)=C(\O)c1ccccc1	.	i	23.9
CCc1cc(C(=O)Cc2nc3ccccc3s2)c(O)cc1OCC(=O)O	-2.8	i	14.3
Cc1ccc2c(c1)C1CN(C)CCC1N2C(=S)NC(=O)c1ccc(Br)cc1 (stereo not given)	-0.3	i	-1.3

A different layout for 13 compounds above.
Every second line gives: STK33 inh, KCNQ2 block, OX1R antag
COc1cc2c(cc1OC)C(c1ccc(-c3ccccc3Cl)o1)=NCC2
 : 2.3, -8.35*, 26.1
COc1ccc(C2CC2/C(C)=N/OC(=O)c2cccs2)cc1 (stereo not given)
 : 0.0, i, 23.5
CCn1c(SCC(=O)N=Nc2c(O)[nH]c3ccccc23)nc2ccccc21
 : -1.8, i, 33.3
O=C(NCCc1ccccn1)C1CCN(S(=O)(=O)c2ccc(Cl)cc2)CC1
 : 3.1, i, 8.2
CC(=O)Nc1ccc(NC(=S)Nc2ccc(F)cc2)cc1
 : -2.3, i, 2.9
COC(=O)c1cc(CSc2nc3ccccc3[nH]2)oc1C
 : -0.9, i, 56.3
COc1cc(/C=C2\SC(=O)NC2=O)ccc1OCc1ccc(Cl)nc1
 : -0.4, i, 23.1
CCn1c(CCc2ccccc2)n[nH]c1=S
 : -0.7, i, 23.3
Cc1ccc(S(=O)(=O)N(C)CC(=O)OCc2nnc(-c3ccccc3)o2)cc1
 : -0.9, i, -2.9
Cc1ccccc1NS(=O)(=O)c1cc(C(=O)Nc2cccnc2)ccc1C
 : -0.2, i, 12.2
O=C(Nc1cccnc1)/C(N=Nc1cccnc1)=C(\O)c1ccccc1
 : ., i, 23.9
CCc1cc(C(=O)Cc2nc3ccccc3s2)c(O)cc1OCC(=O)O
 : -2.8, i, 14.3
Cc1ccc2c(c1)C1CN(C)CCC1N2C(=S)NC(=O)c1ccc(Br)cc1 (stereo not given)
 : -0.3, i, -1.3
